Screens (PubChem)
TAG inh = inhibitors of triacylglycerol accumulation, primary screen, cell-based, uHTS, fluorescence, H9c2. H9c2 cells, Nile Red lipid (TAG) fluorescence; cells loaded with 200 µM oleic acid. inhibition, % at 12.5 µM. actives 0.66% (n = 230,000). AID 651582, 2012;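 active = pattern-corrected inhibition of lipid staining of at least 50% with the nuclear-stain viability signal not falling by more than 50%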;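 also: 0% = DMSO wells and 100% = triacsin C control wells; some results filed as inactive read as strong as hits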
TAG inh DAPI viability = recorded beside TAG inh, whose call it bears; DAPI nuclei signal change (viability), lower = more cytotoxic, %;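 whole-well DAPI fluorescence read on a plate reader as a viability signal; minus 50 percent equals half of cells still viable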
Numbers without * were called inactive.

Structure,TAG inh,TAG inh DAPI viability
Cc1ccc(CCN2CC(C(=O)NC3CCC(C)CC3)CC2=O)cc1 (stereo not given),2,2
O=C(c1cc2ccccc2o1)N1CCN(c2ccccc2Cl)CC1,-6,-6
O=C(C1=C(O)C(=O)N(c2ncccn2)C1c1ccc(Cl)cc1)c1ccco1 (stereo not given),9,-7
CCC/C(O)=C1\C(=O)CCCC1=NCCc1c(C)[nH]c2ccc(OC)cc12,-8,-12
O=C(c1ccc(F)cc1)N1CCCCC(Sc2nnnn2-c2ccccc2)C1=O (stereo not given),-14,8
O=C(O)C[C@H]1c2cc(C(F)(F)F)ccc2S(=O)(=O)N1C1CCCC1,-7,5
O=C(COC(=O)Cc1ccc(S(=O)(=O)N2CCOCC2)s1)Nc1ccc(F)cc1F,4,-2
CCN(CC)CCn1c2c(c(SCC(=O)Nc3cc(C)ccc3C)nc1=O)CCC2,11,-3
Clc1cccc(N2CCN(c3nnnn3-c3ccccc3)CC2)c1,-1,-6
c1ccc(CN2CCc3[nH]c4ccccc4c3C2)cc1,-5,18

As entered above:
Result of `O=C(c1ccc(F)cc1)N1CCCCC(Sc2nnnn2-c2ccccc2)C1=O` (stereo not given) in TAG inh: -14
Result of `Clc1cccc(N2CCN(c3nnnn3-c3ccccc3)CC2)c1` in TAG inh: -1
Result of `Cc1ccc(CCN2CC(C(=O)NC3CCC(C)CC3)CC2=O)cc1` (stereo not given) in TAG inh: 2
Result of `O=C(O)C[C@H]1c2cc(C(F)(F)F)ccc2S(=O)(=O)N1C1CCCC1` in TAG inh: -7
Result of `O=C(C1=C(O)C(=O)N(c2ncccn2)C1c1ccc(Cl)cc1)c1ccco1` (stereo not given) in TAG inh: 9
Result of `O=C(c1cc2ccccc2o1)N1CCN(c2ccccc2Cl)CC1` in TAG inh DAPI viability: -6

The listing continues:
Structure,TAG inh,TAG inh DAPI viability
C[C@H]1COC(=O)[C@H](CC(=O)OC(C)(C)C)C/C=C\C[C@@H](CC(=O)N[C@H](CO)Cc2ccccc2)C(=O)N1,2,-15
Nc1c(Cl)ncnc1Nc1ccc(C(=O)O)cc1,-4,2
O=C(Cn1cnc2c(NCc3ccccc3)ncnc21)NCc1ccccn1,3,-10
Cc1ccc(Oc2ncccc2C(=O)NC2CCSC2=O)cc1 (stereo not given),7,-1
O=C(Nc1nnc(-c2ccco2)o1)C1CC1,-10,2
COc1cc(C2C3=C(COC3=O)Oc3cc4c(cc32)OCO4)cc(OC)c1OC (stereo not given),28,-8
CC(C)CC1Nc2ncnc(N3CCN(c4ccccn4)CC3)c2N(Cc2ccc(Cl)cc2)C1=O (stereo not given),-20,-4
C=CCN1CCc2cc(O)c(O)cc2C(c2ccccc2)C1 (stereo not given),4,-1
Cc1cccc(NC(=O)C2CCN(C(=O)c3ccccc3C)CC2)n1,-3,7
CC(C)C[C@@H](CNCC(=O)[C@H](CC(=O)O)NC(=O)c1[nH]cnc1C(=O)N[C@H](CN)CC(C)C)NC(=O)c1nc[nH]c1C(=O)N[C@@H](C)C(=O)O,4,4

Further structures:
Structure,TAG inh,TAG inh DAPI viability
O=C(C[C@@H]1C[C@@H]2c3cc(NS(=O)(=O)c4ccc(F)cc4)ccc3O[C@@H]2[C@@H](CO)O1)NC1CCCCC1,8,-4
O=C(COc1ccc(Cl)cc1)N1CCN(S(=O)(=O)c2cc(F)ccc2F)CC1,-14,3
CC(C(=O)Nc1cc(C(F)(F)F)ccc1N1CCOCC1)N1C(=O)C2CC=CCC2C1=O (stereo not given),3,-15
Cc1cc(C)c(C(=O)Cn2nc(C(=O)O)c3ccccc3c2=O)cc1C,-17,5
CC1COCC(C)N1C1=C(Cl)C(=O)c2ccccc2C1=O (stereo not given),25,-6
O=[N+]([O-])c1ccccc1/C=C/c1ccc2ccccc2n1,2,-10
CCOC(=O)Nc1ccc2c(c1)Sc1ccccc1N2C(=O)CCN1CCOCC1,-34,0
Cc1ccc(S(=O)(=O)N2CCCCC2)cc1NC(=O)CSc1ncccn1,-4,0
c1ccc2c(c1)sc1nnnn12,0,-7
CC(=O)c1ccc(N2CCN(C(=O)c3cn(Cc4ccccc4)nc3-c3cccnc3)CC2)c(F)c1,-12,-1

(next part)
Structure,TAG inh,TAG inh DAPI viability
CCNC(=O)C1(C)CCCN(Cc2ccccc2-c2ccccc2)C1 (stereo not given),-2,-5
COc1ccccc1/C=C\C(=O)NCC(=O)N/N=C/c1ccc(O)cc1O,1,-2
CCOc1ccc(Cl)cc1-c1cc(C(=O)NC2CCCCC2)[nH]n1,1,7
O=S(=O)(c1ccc2c(c1)OCCO2)C1CCC(S(=O)(=O)c2c(F)cccc2F)CC1 (stereo not given),-2,1
Cc1ccc(S(=O)(=O)CCNC(=O)Cc2ccccc2)cc1,-10,-2
CCCOc1ccc(-c2c(C(=O)N/N=C/c3ccc(C)cc3)nnn2-c2nonc2N)cc1,7,5
COc1ccc(C)cc1NS(=O)(=O)c1cn(C)nc1C,-1,8
CC1(C(=O)NCc2ccc(Cl)cc2)CCN1C(=O)c1cccc(F)c1 (stereo not given),-8,6
Cc1cccc(NC(=O)[C@H](Cc2ccccc2)NC(=O)OCc2ccccc2)c1,-12,8
O=C(NNC(=O)C12CC3CC(CC(C3)C1)C2)c1ccccc1O,-26,-12

Carrying on.
Structure,TAG inh,TAG inh DAPI viability
C[C@H]1COC(=O)[C@@H](Cc2ccc(F)cc2)C/C=C\C[C@@H](CC(=O)N[C@@H](CO)Cc2ccccc2)C(=O)N1,-3,2
O=C(Nc1cccc(S(=O)(=O)Nc2ccccc2F)c1)c1ccc2ccccc2n1,-35,6
COc1ccccc1N(CC(=O)Nc1ccc(Br)cc1F)S(=O)(=O)c1cccs1,2,5
CCCCN(C(=O)C1CCCO1)c1c(N)n(CC(C)C)c(=O)[nH]c1=O (stereo not given),2,-5
Cc1ccc(CNC(=O)C2CC(c3ccccc3[N+](=O)[O-])=NO2)o1 (stereo not given),3,4
COc1ccc([C@H]2CC(=O)C=C(c3cc(Br)ccc3OC)C2)cc1,3,0
COc1cc(/C=N/NC(=O)NC2CCCCC2)cc(OC)c1O,-8,8
O=c1cccccc1NN=C1CCCCCC1,-6,10
CC1CCCCN1C(=O)c1cc(S(=O)(=O)N2CCCCC2)c[nH]1 (stereo not given),-11,13
CCCn1c(N)c(C(=O)CSc2nnc(C3CC3)n2Cc2ccccc2)c(=O)[nH]c1=O,1,1

(list continues)
Structure,TAG inh,TAG inh DAPI viability
CC(C)Nc1ncnc2c1ncn2[C@H]1CN(Cc2cccnc2)C[C@@H](CO)O1,-10,5
CCc1nc2c(OCCn3cccc3)cccn2c1N(C)C(=O)c1cccs1,-10,3
Cc1nc(SCc2ccccc2C#N)n[nH]1,1,-9
Cc1oc(-c2ccoc2)nc1CN(CC1CCC(=O)N1)C(C)C (stereo not given),0,1
CC(NC(=O)c1cc2ccccc2o1)C(=O)O (stereo not given),-15,3
COC(=O)CCC(=O)CN,3,-4
CC(C)Oc1cccc(OCCN2C(=O)c3ccccc3C2=O)c1,3,-3
O=C(CSc1nnc(Cc2cc(=O)[nH]c(=O)[nH]2)n1-c1ccccc1)N1CCCCC1,-4,5
COc1ccc(C(=O)N/C(=C\c2ccccc2)C(=O)N2CCOCC2)cc1,3,-4
CC(OC(=O)c1ccccc1C(=O)O)c1ccccc1 (stereo not given),-11,4

More entries:
Structure,TAG inh,TAG inh DAPI viability
COc1cc2c3c(c1OC)C1(C=CC(=NNC(N)=O)C=C1)CC3N(C(C)=O)CC2 (stereo not given),-3,0
C/C(CC(=O)NC(C)c1ccccc1)=N\NC(N)=S (stereo not given),-21,4
CC(=O)NNC(=S)Nc1cc(S(=O)(=O)N(C)C)ccc1C,4,11
COc1ccc(C(=O)NC(=S)NCc2ccccc2)cc1OC,14,-3
CC(=O)c1sc2nc(-c3ccco3)ccc2c1N,13,2
CCOc1ccc2oc(C(=O)N3CCCN(C)CC3)c(C)c2c1,-1,-4
Cc1ccc(-c2cc(C(=O)NCc3ccco3)c3ccccc3n2)s1,5,11
O=C(Cc1cccc2ccccc12)NN=Cc1ccc2c(c1)CCC2,60,-56
COc1cc(C2NC(=S)NC(c3ccccc3)=C2C(C)=O)ccc1O (stereo not given),-2,-8
CC(=O)c1cccc(NC(=O)C(C)OC(=O)c2cc(C)oc2C)c1 (stereo not given),25,-3

Going on with the list.
Structure,TAG inh,TAG inh DAPI viability
Cc1ccc(-c2nnc(SCC(C)C)n2C)cc1,-24,-5
C[C@@H](CN1C2=NC[C@H](C)N2C[C@H]1Cc1ccc(O)cc1)NC(=O)CCC1CCCCC1,-5,-6
CCN(CC)c1ccc([N+](=O)[O-])cc1C(=O)N1CCOCC1,8,0
Cc1nc2ccccc2n1CC(=O)OCC(=O)N1CCC(C)CC1,-1,6
O=C(c1ccccc1F)N1CCN(c2ccc([N+](=O)[O-])c(NCC3CCCO3)c2)CC1 (stereo not given),5,-2
O=C1CCCC2=C1C1(O)C(=O)c3ccccc3C1(O)O2 (stereo not given),-3,4
Cc1ccc2nc(-c3ccccc3NC(=O)CCC(=O)O)c(=O)[nH]c2c1,4,-2
CCn1c(SCC(=O)O)nc2ccccc21,-11,-6
CCN(CC)S(=O)(=O)c1cccc(C(=O)OCC(=O)NC(C)c2ccccc2)c1 (stereo not given),-4,4
CNC[C@H]1Oc2ccc(NC(=O)C3CCCCC3)cc2CC(=O)N([C@H](C)CO)C[C@@H]1C,0,-6

Next structures
Structure,TAG inh,TAG inh DAPI viability
COc1ccc(C(NC(=O)C2CCN(C/C=C/c3ccc(OC(C)=O)c(OC)c3)CC2)c2ccccn2)cc1 (stereo not given),4,14
CCCCC(=O)NC(=O)NC(c1ccccc1)c1ccccc1,-14,-10
O=C1NC(=S)NC1=Cc1ccco1,2,-3
COc1ccc(-c2noc(CN(C)S(=O)(=O)c3ccccc3)n2)cc1OC,12,-2
CCCCNC(=O)C1(C)CCN1C(=O)c1ccc2c(c1)CCO2 (stereo not given),-1,-4
CC1(c2ccc(OC(F)F)cc2)NC(=O)N(CC(=O)NC2CCCC2)C1=O (stereo not given),-16,4
Cc1cc(=O)[nH]c(SCC(=O)Nc2cc(S(=O)(=O)N(C)C)ccc2Cl)n1,11,-2
N#Cc1cccc(C(=O)Nc2cccc(S(=O)(=O)N3CCCC3)c2)c1,1,-1
CCN(CC)CCNC(=O)C1c2cc(OC)c(OC)cc2C(=O)N(C)C1c1cccs1 (stereo not given),-11,2
O=C(O)CC1(CC(=O)Nc2ccc3ccccc3c2)CCCCC1,-20,-2

Other compounds follow:
Structure,TAG inh,TAG inh DAPI viability
Cc1cccnc1NC(=S)Nc1ccc(Cl)c(Cl)c1,9,15
COCCn1c(SC2CCCCC2=O)nnc1-c1ccncc1 (stereo not given),-6,0
O=C(NNC(=O)c1ccc(Br)o1)c1ccc(NC(=O)c2ccccc2)cc1,9,2
Cc1cc(NC(=O)CSc2nnc(CNC(=O)c3ccccc3)o2)no1,-1,0
O=C(c1ccc2c3n(nc2c1)-c1ccc(Cl)cc1CO3)N1CCOCC1,-19,6
OC1COCOC1C(O)C1OCOCC1O (stereo not given),-1,12
COc1cccc(/C=N/NC(=O)c2ccccc2NC(=O)c2ccco2)c1OC,5,-3
O=C(COC(=O)CNS(=O)(=O)c1cc(C(F)(F)F)ccc1Cl)NC1CC1,-47,-4
CC(=O)c1sc(NC(=O)c2ccc(C(C)(C)C)cc2)nc1C,27,-5
COc1ccc(NC(=O)Cc2c(F)cccc2Cl)cc1,1,3

The list continues.
Structure,TAG inh,TAG inh DAPI viability
Cc1cc(OCC(=O)NCC(c2cccs2)N2CCOCC2)ccc1C(C)C (stereo not given),-12,-3
O=C(COC(=O)c1ccc(Br)o1)Nc1cccc(S(=O)(=O)N2CCOCC2)c1,-6,4
O=C(/C=C/c1ccc(S(=O)(=O)N2CCOCC2)cc1)NC(=S)NCCCn1ccnc1,-5,-7
CCc1ccccc1NC(=O)N[C@H](C(=O)O)C(C)CC (stereo not given in full),5,4
COc1cc(/C=C2/C(=O)N=C(N)N2C)cc(OC)c1OC,3,1
CCOC(=O)c1cc(-c2ccc(F)cc2)n(CC(=O)Nc2nccs2)c1C,-2,18
CC[C@]12c3[nH]c4ccc(OC)cc4c3CCN1C(=O)C(CC(=O)NCCCN(C)C)C[C@@H]2C(=O)N1CCN(C(=O)C2CC2)CC1 (stereo not given in full),127,-89
O=C(N/N=C/c1ccc[nH]1)c1ccc([N+](=O)[O-])cc1,3,4
CC(=O)c1ccc(NC(=O)c2c(C)nn(-c3ccccc3)c2Cl)cc1,4,1
Cc1cc(Br)cc(Cl)c1OCC(=O)N1CCN(C(=O)c2ccco2)CC1,15,-9

Record cards (already shown). Order of screens: TAG inh, TAG inh DAPI viability
O=C1NC(=S)NC1=Cc1ccco1 is listed with 2, -3
CCc1nc2c(OCCn3cccc3)cccn2c1N(C)C(=O)c1cccs1 is listed with -10, 3
CCOC(=O)Nc1ccc2c(c1)Sc1ccccc1N2C(=O)CCN1CCOCC1 is listed with -34, 0

Pulled one by one from the entries so far (5):
Structure,TAG inh,TAG inh DAPI viability
COc1cc(/C=C2/C(=O)N=C(N)N2C)cc(OC)c1OC,3,1
O=C(/C=C/c1ccc(S(=O)(=O)N2CCOCC2)cc1)NC(=S)NCCCn1ccnc1,-5,-7
Cc1cc(Br)cc(Cl)c1OCC(=O)N1CCN(C(=O)c2ccco2)CC1,15,-9
CC[C@]12c3[nH]c4ccc(OC)cc4c3CCN1C(=O)C(CC(=O)NCCCN(C)C)C[C@@H]2C(=O)N1CCN(C(=O)C2CC2)CC1 (stereo not given in full),127,-89
CCc1ccccc1NC(=O)N[C@H](C(=O)O)C(C)CC (stereo not given in full),5,4

The results go on:
Structure,TAG inh,TAG inh DAPI viability
COC(=O)c1ccc(NC(=O)Cn2nc(-c3ccncc3)nc2SCC(=O)Nc2nccs2)cc1,-11,2
CC(=O)c1ccc(N2CCN(C(=O)c3ccc(C(=O)c4ccccc4)cc3)CC2)cc1,2,-11
Fc1ccc(CNc2nc(-c3ccco3)cc(C(F)(F)F)n2)cc1,-31,4
C=CCNC(=O)c1ccc2c(c1)S(=O)(=O)c1ccccc1C2=O,-1,-3
COc1ccc(CCNC(=O)c2ccc3c(c2)S(=O)(=O)N=C2CCCCCN23)cc1OC,0,-2
CC(=O)c1ccc2noc(-c3ccccc3)c2c1,15,-5

These rows are one share of the data (hit frequency here may not be typical).
